Bioassay records from PubChem BioAssay.
TRHR enhancer: allosterically enhances the human TRH receptor; P34981; TRHR cells, fluo-8 calcium fluorescence, EC20 TRH enhancement; enhancement, % at 2 µM; 0.66% of 360,000 active; in the data active = enhancement above about 30%; note: 0% is about no effect
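TRHR-expressing cells loaded with fluo-8 calcium dye were read kinetically (ex 480/em 530) during compound addition, then stimulated with an EC20 of TRH (10 nM final). Enhancement of the Gq-mediated intracellular calcium response was scored.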
D1 agonist: activates the human D1 dopamine receptor; 1% of 360,000 active; P21728; activation, % at 2 µM; HEK293 T-REx D1 cells, calcium flux, agonist mode; AID 504660; in the data active = activation above about 30%; note: 0% is about no effect
Target sequence (P21728 whole entry, looked up): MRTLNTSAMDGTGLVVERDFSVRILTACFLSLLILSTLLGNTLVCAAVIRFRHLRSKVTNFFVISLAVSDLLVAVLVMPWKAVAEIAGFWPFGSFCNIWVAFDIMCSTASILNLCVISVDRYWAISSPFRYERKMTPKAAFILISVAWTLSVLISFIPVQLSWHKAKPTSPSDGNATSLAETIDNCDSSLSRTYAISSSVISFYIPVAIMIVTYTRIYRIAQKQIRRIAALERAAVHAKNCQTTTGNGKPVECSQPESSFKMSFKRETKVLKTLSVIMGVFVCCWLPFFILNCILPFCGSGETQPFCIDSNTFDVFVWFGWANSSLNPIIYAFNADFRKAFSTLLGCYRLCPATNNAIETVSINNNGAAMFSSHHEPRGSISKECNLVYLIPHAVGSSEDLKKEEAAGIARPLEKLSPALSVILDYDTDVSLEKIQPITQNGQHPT
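Inducible HEK293 T-REx D1 cells, force-coupled to calcium signalling, were plated at 4000 cells/well with tetracycline and held overnight at 30 C. After no-wash calcium dye loading, compound-evoked calcium rise over 180 s flagged agonists.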
D1 potentiator: human D1 dopamine receptor positive modulation | P21728 | 0.036% of 360,000 active | HEK293 TREx D1 cells, calcium flux, dopamine EC20 potentiation | potentiation, % at 10 µM | AID 504651; in the data active = potentiation above about 30%; note: 0% is about no effect
RXFP1 agonist: RXFP1 (human) receptor agonism; Q9HBX9; HEK293T-RXFP1 cAMP TR-FRET, 30 min; response scale: percent of porcine relaxin response, buffer zero; Potency, µM (series often up to 57.5 µM), inactives show top-dose activation, actives largely listed as activators; 0.3% of 370,000 active; AID 2676; note: potency is the fitted concentration of half-maximal effect; % is set by controls: 0 for no effect and ±100 for the full control effect; nearly all actives have a fitted effect of over 60% in size; many of its hits are not listed in these tables
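Agonist response is measured as cAMP accumulation in an RXFP1-transfected HEK293T line under PDE4 inhibition. Values are scaled between buffer-only and 29 nM porcine relaxin, and EC50s come from standard Hill equation fits.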
D2 potentiator: positively modulates the human D2 dopamine receptor allosterically | P14416 | HEK293 T-REx D2, calcium flux, EC20 dopamine potentiation | potentiation, % at 10 µM | 0.34% of 340,000 active;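 active = potentiation over 3 SD above the plate norm, cut at about 30% in these data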; note: 0% is about no effect
Target sequence (P14416 whole entry, looked up): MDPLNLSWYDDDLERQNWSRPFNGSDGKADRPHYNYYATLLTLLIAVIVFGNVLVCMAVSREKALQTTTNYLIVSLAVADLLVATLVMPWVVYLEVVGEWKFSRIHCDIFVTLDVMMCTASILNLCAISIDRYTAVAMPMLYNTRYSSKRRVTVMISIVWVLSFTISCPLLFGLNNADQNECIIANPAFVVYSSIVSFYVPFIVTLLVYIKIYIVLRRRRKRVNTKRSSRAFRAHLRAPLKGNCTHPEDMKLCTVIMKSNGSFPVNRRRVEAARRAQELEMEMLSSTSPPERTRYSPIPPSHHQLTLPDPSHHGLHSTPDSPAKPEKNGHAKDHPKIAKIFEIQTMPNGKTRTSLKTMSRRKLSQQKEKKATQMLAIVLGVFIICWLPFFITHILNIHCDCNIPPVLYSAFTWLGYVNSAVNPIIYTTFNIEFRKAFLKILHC
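Potentiation of an EC20 dopamine calcium response measured kinetically over 180 s, after a preceding 180 s compound-only read flagging agonists. Cells: inducible Hek293 Trex D2 line, 4000/well, cultured overnight at 30 C before dye loading.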
RXFP1 antagonist: antagonists of human relaxin receptor RXFP1 | AID 1259400 | HEK293-RXFP1, relaxin-stimulated cAMP HTRF, 30 min; stronger effect = lower value | activity change, negative = inhibition, % at 57.5 µM | 0.59% of 350,000 active;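 active = activity change of -60% or lower, but not beyond a set lower limit; inconclusive = change between -60% and -40%, or beyond the set limit; inactive = change above -40%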; note: % is set by controls: 0 for no effect and ±100 for the full control effect
D1 antag: antagonists of human D1 dopamine receptor; P21728; activity change, negative = inhibition, % at 10 µM; 3.2% of 360,000 active; HEK293 TREx D1 cells, calcium flux, dopamine EC80; stronger effect = lower value; in the data active = activity change below about -30%; note: % is set by controls: 0 for no effect and ±100 for the full control effect
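Antagonism measured as reduced calcium response to an EC80 dopamine addition following 180 s compound pre-read; cells were inducible HEK293 Trex D1 plated overnight at 30 C, read kinetically at 1 cycle/sec.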
TRHR ag: TRH receptor (human) agonism; P34981; TRHR cells, calcium flux fluo-8, FDSS agonist mode; activation, % at 2 µM; 0.18% of 360,000 active; AID 493084; in the data active = activation above about 30%; note: 0% is about no effect
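TRHR-expressing cells loaded with fluo-8 calcium dye; 23 nL library compound pin-transferred, kinetic FDSS fluorescence (Ex 480/Em 530) recorded about 180 s for agonist-induced calcium release, before a 10 nM TRH EC20 addition for potentiator mode.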
Apoferritin bind: binds horse apoferritin like a general anesthetic; P02791; 0.074% of 350,000 active; apoferritin/1-aminoanthracene competitive binding, fluorescence; Potency, µM (doses to about 77.5 µM), for the others: at the highest dose activity change, negative = displacement, hits mostly inhibitors; note: potency is the fitted concentration of half-maximal effect; % is set by controls: 0 for no effect and ±100 for the full control effect; nearly all actives have a fitted effect of over 20% in size
Target sequence (P02791 2-175 limits assumed): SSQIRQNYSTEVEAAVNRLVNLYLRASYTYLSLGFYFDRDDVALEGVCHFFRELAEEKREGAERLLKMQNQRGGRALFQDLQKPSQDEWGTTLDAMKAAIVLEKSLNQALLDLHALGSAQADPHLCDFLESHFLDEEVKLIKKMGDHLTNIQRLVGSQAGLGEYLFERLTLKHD
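Steps: apoferritin (10 uM) was premixed with half-saturated 1-AMA in PBS, compounds were pin-transferred, plates stood 10 min at room temperature, fluorescence was read at 380/535 nm, and curves were fitted with a Hill equation.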
An asterisk follows results filed as active; & = joins results of further samples. Unless noted, calls come from the whole dose curve; as a rule, active = well fitted curve in the direction sought with a large enough effect; inconclusive = small, poorly fitted or top-dose-only effect, or another doubt; inactive = no such curve, though single readings can be large; an effect the other way counts as inactive or inconclusive. A portion of the library, so the mix of outcomes need not match the whole.

What do the screens show for `CCOc1ccc(NC(=O)c2cc(Cl)nc3ccccc23)cc1`?
TRHR enhancer: -1; D1 agonist: 2; D1 potentiator: -4; RXFP1 agonist: -1.1%; D2 potentiator: -6; RXFP1 antagonist: -4; D1 antag: 10; TRHR ag: -0.3; Apoferritin bind: 3%

Results for Cc1cc(S(=O)(=O)NCc2ccc3c(c2)OCO3)ccc1F ?
TRHR enhancer: -2; D1 agonist: 4; D1 potentiator: -2; RXFP1 agonist: 0.5%; D2 potentiator: -4; RXFP1 antagonist: 8; D1 antag: 0; TRHR ag: -1.5; Apoferritin bind: inconclusive

How did C=CCNc1nc(-c2c(C)nc3ncccn23)cs1 do in these assays?
TRHR enhancer: 1; D1 agonist: 0; D1 potentiator: -7; RXFP1 agonist: -5.8%; D2 potentiator: 13; RXFP1 antagonist: -1; D1 antag: 10; TRHR ag: -0.1; Apoferritin bind: -6%

Results for C=CCn1c(SCC(=O)N2CCN(c3ccccc3)CC2)nnc1-c1ccco1 ?
TRHR enhancer: -1; D1 agonist: 0; D1 potentiator: 2; RXFP1 agonist: 1.0%; D2 potentiator: 0; RXFP1 antagonist: -11; D1 antag: 5; TRHR ag: -0.2; Apoferritin bind: -10%

Results for COc1ccc(CC(=O)NNc2ncnc3c2cnn3-c2ccccc2)cc1 ?
TRHR enhancer: 22; D1 agonist: 2; D1 potentiator: -2; RXFP1 agonist: -0.7%; D2 potentiator: 12; RXFP1 antagonist: 5; D1 antag: 1; TRHR ag: -0.7; Apoferritin bind: -14%

Results for COC(=O)c1nnn(-c2nc(N3CCOCC3)nc(N3CCOCC3)n2)c1C ?
TRHR enhancer: -3; D1 agonist: 3; D1 potentiator: 3; RXFP1 agonist: -0.7%; D2 potentiator: -4; RXFP1 antagonist: -8; D1 antag: 7; TRHR ag: 0.8; Apoferritin bind: -8%

Results for COc1ccc(CCNC(=O)CCCCn2c(=O)c3ccccc3n(CC(=O)Nc3ccc(C)cc3C)c2=O)cc1OC ?
TRHR enhancer: -11; D1 agonist: 2; D1 potentiator: -1; RXFP1 agonist: 4.6%; D2 potentiator: -1; D1 antag: -8; TRHR ag: -0.7; Apoferritin bind: 1%

Results for C/C(=N/Nc1ccc(Cl)cc1)c1cnnc(-c2ccccc2)n1 ?
TRHR enhancer: -3; D1 agonist: 1; D1 potentiator: -3; RXFP1 agonist: 0.0%; D2 potentiator: -1; RXFP1 antagonist: 0; D1 antag: -5; TRHR ag: 0.5; Apoferritin bind: -4%

Results for Cc1ccc2[nH]c(C(=O)N3CCC(C(N)=O)CC3)cc2c1 ?
TRHR enhancer: 2; D1 agonist: 1; D1 potentiator: 6; RXFP1 agonist: 0.0%; D2 potentiator: 12; RXFP1 antagonist: -3; D1 antag: -8; TRHR ag: 0.0; Apoferritin bind: -2%

How did NS(=O)(=O)c1cc(Cl)c(NC(=O)COC(=O)c2ccccn2)c(Cl)c1 do in these assays?
TRHR enhancer: 4; D1 agonist: 1; D1 potentiator: -2; RXFP1 agonist: -1.3%; D2 potentiator: 8; RXFP1 antagonist: -4; D1 antag: 0; TRHR ag: 0.5

What do the screens show for `CCOC(=O)c1[nH]c2ccccc2c1NC(=O)COC`?
TRHR enhancer: 7; D1 agonist: 1; RXFP1 agonist: 0.3%; D2 potentiator: 3; D1 antag: 9; TRHR ag: 0.6; Apoferritin bind: -2%

How did CC(C)Cn1c(=S)[nH]c2cc(C(=O)O)ccc2c1=O do in these assays?
TRHR enhancer: 7; D1 agonist: 1; D1 potentiator: -3; RXFP1 agonist: -2.0%; D2 potentiator: 9; RXFP1 antagonist: 3; D1 antag: -12; TRHR ag: -1.0; Apoferritin bind: 1%

What do the screens show for `Cc1cc(OCc2ccc(C(=O)NN=C3CCCC3)cc2)ccc1Cl`?
TRHR enhancer: 1; D1 agonist: 21; D1 potentiator: -6; RXFP1 agonist: 0.2%; D2 potentiator: 12; RXFP1 antagonist: 2; D1 antag: -21; TRHR ag: -1.2; Apoferritin bind: -17%

What do the screens show for `O=[N+]([O-])c1ccc(-n2cc(-c3ccccc3)nn2)cc1`?
TRHR enhancer: -5; D1 agonist: -1; D1 potentiator: -11; RXFP1 agonist: 0.0%; D2 potentiator: 5; RXFP1 antagonist: 8; D1 antag: -1; TRHR ag: -0.2; Apoferritin bind: -2%

What do the screens show for `COc1ccc(NC(=O)c2ncn[nH]2)cc1`?
TRHR enhancer: 0; D1 agonist: 0; D1 potentiator: -4; RXFP1 agonist: 1.8%; D2 potentiator: -1; RXFP1 antagonist: 19; D1 antag: 11; TRHR ag: 0.9; Apoferritin bind: -5%

How did CCn1ccc(C(=O)Nc2ccc(S(=O)(=O)Nc3ccccc3OC)cc2)n1 do in these assays?
TRHR enhancer: -7; D1 agonist: 14; D1 potentiator: -6; RXFP1 agonist: 2.4%; D2 potentiator: 10; RXFP1 antagonist: -10; D1 antag: -17; TRHR ag: 2.0; Apoferritin bind: -22%

Results for CC(C)(CNC(=O)CC1C(=O)NCCN1Cc1cccc(F)c1)N1CCOCC1 (configuration not stated) ?
TRHR enhancer: 6; D1 agonist: 0; D1 potentiator: -5; RXFP1 agonist: 1.0%; D2 potentiator: 17; RXFP1 antagonist: 1; D1 antag: -5; TRHR ag: 0.6; Apoferritin bind: 3%

What do the screens show for `Cc1nc(NCCC(C)C)c2nnn(Cc3ccccc3)c2n1`?
TRHR enhancer: 5; D1 agonist: -4; D1 potentiator: -3; RXFP1 agonist: 1.7%; D2 potentiator: 0; RXFP1 antagonist: 1; D1 antag: 27; TRHR ag: 0.3; Apoferritin bind: -12%

How did COCCCNC(=O)N1c2ccccc2Sc2ccccc21 do in these assays?
TRHR enhancer: -8; D1 agonist: 0; D1 potentiator: -7; RXFP1 agonist: 5.2%; D2 potentiator: -3; RXFP1 antagonist: inconclusive; D1 antag: -3; TRHR ag: -1.1; Apoferritin bind: -21%

What do the screens show for `COc1ccc(-c2c(C)n([O-])c3c([n+]2=O)CCCCC3)cc1OC`?
TRHR enhancer: 3; D1 agonist: 0; D1 potentiator: -3; RXFP1 agonist: 0.2%; D2 potentiator: 15; RXFP1 antagonist: -5; D1 antag: 1; TRHR ag: 0.6; Apoferritin bind: -3%

As a working copy, part of the list above.
What do the screens show for `CCOc1ccc(NC(=O)c2cc(Cl)nc3ccccc23)cc1`?
TRHR enhancer: -1; D1 agonist: 2; D1 potentiator: -4; RXFP1 agonist: -1.1%; D2 potentiator: -6; RXFP1 antagonist: -4; D1 antag: 10; TRHR ag: -0.3; Apoferritin bind: 3%

Results for Cc1cc(S(=O)(=O)NCc2ccc3c(c2)OCO3)ccc1F ?
TRHR enhancer: -2; D1 agonist: 4; D1 potentiator: -2; RXFP1 agonist: 0.5%; D2 potentiator: -4; RXFP1 antagonist: 8; D1 antag: 0; TRHR ag: -1.5; Apoferritin bind: inconclusive

How did C=CCNc1nc(-c2c(C)nc3ncccn23)cs1 do in these assays?
TRHR enhancer: 1; D1 agonist: 0; D1 potentiator: -7; RXFP1 agonist: -5.8%; D2 potentiator: 13; RXFP1 antagonist: -1; D1 antag: 10; TRHR ag: -0.1; Apoferritin bind: -6%

Further results follow.
Results for COc1cccc(CNC(=O)Cn2c(C)c3cnn(-c4ccccc4)c(=O)c3c2C)c1 ?
TRHR enhancer: 0; D1 agonist: 1; D1 potentiator: -1; RXFP1 agonist: -0.9%; D2 potentiator: 17; D1 antag: 5; TRHR ag: 0.3; Apoferritin bind: 8%

Results for CCOC(=O)c1ccc(NC(=O)C(=O)NCc2ccccn2)cc1 ?
TRHR enhancer: -5; D1 agonist: 0; D1 potentiator: 1; RXFP1 agonist: 2.5%; D2 potentiator: 5; RXFP1 antagonist: -1; D1 antag: -6; TRHR ag: -1.2; Apoferritin bind: -11%

What do the screens show for `Cc1ccccc1CSc1nnc(-c2ccncc2)n1C`?
TRHR enhancer: 1; D1 agonist: 1; D1 potentiator: 0; RXFP1 agonist: 1.6%; D2 potentiator: -1; RXFP1 antagonist: -3; D1 antag: -1; TRHR ag: -1.2; Apoferritin bind: 0%

Results for Cc1ncc([N+](=O)[O-])n1CCOC(=O)C12CC3CC(CC(C3)C1)C2 ?
TRHR enhancer: -6; D1 agonist: 1; D1 potentiator: -7; RXFP1 agonist: 0.3%; D2 potentiator: -10; RXFP1 antagonist: -10; TRHR ag: 0.2; Apoferritin bind: -19%

Results for O=C(Oc1cccc2c(O)cccc12)c1ccccc1 ?
TRHR enhancer: -5; D1 agonist: 13; D1 potentiator: 2; RXFP1 agonist: 0.1%; D2 potentiator: 1; RXFP1 antagonist: -8; D1 antag: -13; TRHR ag: 1.2; Apoferritin bind: inconclusive

How did Cc1ccc(OCC(O)Cn2c(N3CCCCC3)nc3c2c(=O)[nH]c(=O)n3C)cc1C (configuration not stated) do in these assays?
TRHR enhancer: 1; D1 agonist: 1; D1 potentiator: -1; RXFP1 agonist: -0.2%; D2 potentiator: 1; RXFP1 antagonist: -1; D1 antag: -5; TRHR ag: -0.4; Apoferritin bind: -8%

How did CCOc1ccc(CN2CCNC(=O)C2CC(=O)NCCc2ccccn2)cc1 (configuration not stated) do in these assays?
TRHR enhancer: -4; D1 agonist: 0; D1 potentiator: -2; RXFP1 agonist: -1.7%; D2 potentiator: 9; RXFP1 antagonist: -2; D1 antag: 20; TRHR ag: -3.3; Apoferritin bind: -9%

How did CN(C)CCNC(=O)NC1CCCCC1 do in these assays?
TRHR enhancer: 3; D1 agonist: 0; D1 potentiator: -2; RXFP1 agonist: 0.1%; D2 potentiator: -9; RXFP1 antagonist: -1; D1 antag: -19; TRHR ag: 0.5; Apoferritin bind: -10%

What do the screens show for `COc1cc(/C=N/NC(=O)c2ccncc2)ccc1OCC(=O)Nc1ccc(C)c(C)c1`?
TRHR enhancer: 6; D1 agonist: 1; D1 potentiator: -6; RXFP1 agonist: -0.5%; D2 potentiator: -2; RXFP1 antagonist: -3; D1 antag: 0; TRHR ag: 0.1; Apoferritin bind: -13%

How did CCC1CCCCN1CCCNC(=O)CN1C(=O)c2cccnc2Oc2ccc(C)cc21 (configuration not stated) do in these assays?
TRHR enhancer: 0&2; D1 agonist: 1&-2; D1 potentiator: 0&-3; RXFP1 agonist: 1.2%&3.3%; D2 potentiator: -6&-13; RXFP1 antagonist: 16&-4; D1 antag: -17&-11; TRHR ag: 0.1&0.9; Apoferritin bind: 1%&-16%
